Source: PubChem (National Center for Advancing Translational Sciences (NCATS))
A549 tox: kills or reduces viability of A549 cells in Nrf2 counter-screen | Potency, µM (doses to about 46 µM), for the others: at the top dose activity change, negative = cytotoxicity, actives largely listed as inhibitors | AID 504648 | A549 ARE-Fluc cells, CellTiter-Fluor viability, 18-24 h | 390,000 compounds, 0.16% hits; also: % is scaled to controls: 0 for no effect and ±100 for the full control effect
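Cytotoxicity counterscreen: CellTiter-Fluor fluorescence was measured in A549 ARE_Fluc cells after 18-24 h of compound exposure in a concentration series. The subsequent BugLite luminescent read reports ARE-luciferase activity.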
Nrf2 ARE act: Nrf2 pathway activation; AREc32 ARE-luciferase reporter (MCF7-derived line), luminescence, 24 h; Potency, µM (highest dose often 46.1 µM), for the others: at the highest dose activation, most hits filed as activators; 410,000 compounds, 0.31% hits; also: % of control where 0% means no effect; nearly all actives have a fitted effect of over 65% in size
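ARE activation measured as luciferase luminescence (Steady-Glo, 30 min RT) in AREc32_Fluc cells after 24 hr compound exposure at 37 deg C, 5% CO2; cells seeded overnight at 1000/well in OPTI-MEM, 5% FBS.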
EPAC2 antagonist: EPAC2 (human) antagonism; EPAC2 GEF exchange of Rap1B-BODIPY-GDP, fluorescence; 360,000 compounds, 0.18% hits; Q8WZA2; Potency, µM (top dose mostly 114 µM), inactives show at the top dose activity, negative = inhibition, hits mostly inhibitors; also: % is scaled to controls: 0 for no effect and ±100 for the full control effect; nearly all actives have a fitted effect of over 45% in size; many of its hits are not listed in these tables
Target sequence (Q8WZA2 whole entry, looked up): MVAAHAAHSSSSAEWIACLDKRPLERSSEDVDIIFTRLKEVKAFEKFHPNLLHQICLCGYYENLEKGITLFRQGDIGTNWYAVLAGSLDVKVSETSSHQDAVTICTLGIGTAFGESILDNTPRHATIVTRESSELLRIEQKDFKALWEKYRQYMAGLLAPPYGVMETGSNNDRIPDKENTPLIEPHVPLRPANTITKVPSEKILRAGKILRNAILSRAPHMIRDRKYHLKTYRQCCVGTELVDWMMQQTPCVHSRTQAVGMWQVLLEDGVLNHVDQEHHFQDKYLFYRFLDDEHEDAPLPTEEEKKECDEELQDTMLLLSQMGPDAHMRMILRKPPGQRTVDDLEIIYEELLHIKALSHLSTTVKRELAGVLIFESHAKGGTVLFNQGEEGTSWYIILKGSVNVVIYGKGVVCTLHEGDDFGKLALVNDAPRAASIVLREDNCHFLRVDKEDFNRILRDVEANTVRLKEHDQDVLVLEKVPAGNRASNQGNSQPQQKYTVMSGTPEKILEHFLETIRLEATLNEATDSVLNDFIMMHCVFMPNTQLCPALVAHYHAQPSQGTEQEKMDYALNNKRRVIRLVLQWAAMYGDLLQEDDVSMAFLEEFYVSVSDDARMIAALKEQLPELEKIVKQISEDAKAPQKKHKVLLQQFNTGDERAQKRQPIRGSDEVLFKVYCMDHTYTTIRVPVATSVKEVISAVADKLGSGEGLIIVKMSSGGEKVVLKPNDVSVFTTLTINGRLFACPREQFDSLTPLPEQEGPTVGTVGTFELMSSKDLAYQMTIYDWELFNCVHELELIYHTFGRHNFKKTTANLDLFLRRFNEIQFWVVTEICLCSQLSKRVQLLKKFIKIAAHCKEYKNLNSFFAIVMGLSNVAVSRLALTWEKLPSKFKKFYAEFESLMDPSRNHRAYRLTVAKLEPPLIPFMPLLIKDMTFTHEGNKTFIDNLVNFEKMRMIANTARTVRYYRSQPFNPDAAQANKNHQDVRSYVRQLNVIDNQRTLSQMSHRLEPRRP
HepG2 tox: HepG2 cytotoxicity, counter-screen for TGF-b inhibitors. HepG2 CAGA-GFP viability, ATP luminescence, 18 h. Potency, µM (top dose mostly 46.1 µM), for inactives: top-dose activity change, negative = cytotoxicity, actives largely listed as cytotoxic. 410,000 compounds, 0.76% hits. AID 588856; also: some results filed as inactive show a strong effect at the top dose
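HepG2 CAGA-GFP cells (1000/well, DMEM with 1% FBS) received compound, then TGF-beta at 500 pg/mL final, and were incubated 18 hours at 37 degrees C. Viability was read by CellTiter-Glo luminescence. Media-only wells were set as complete cell-killing and DMSO as no toxicity.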
TGFb SMAD3 inh: TGF-b pathway inhibition; HepG2 CAGA-GFP TGF-b/SMAD3 reporter, GFP fluorescence, 18 h; TGF-beta stimulated, 500 pg/mL final; 410,000 compounds, 1.2% hits; Potency, µM (series often up to 46.1 µM), inactives show at the highest dose activity, negative = inhibition, hits mostly inhibitors; also: % is scaled to controls: 0 for no effect and ±100 for the full control effect; nearly all actives have a fitted effect of over 65% in size
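Using HEPG2 CAGA-GFP reporter cells at 1000 cells/well, we pinned test compounds, stimulated with recombinant TGF-beta (500 pg/mL final) and measured total well GFP after 18 h.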
MCF10A rereplic: induces DNA re-replication in MCF 10a normal breast cells; Potency, µM (top dose mostly 46.1 µM), without a hit: at the highest dose activity, positive = re-replication, hits mostly activators; MCF 10A DNA re-replication, Hoechst nuclear intensity, 48 h; 350,000 compounds, 2.9% hits; also: % of control where 0% means no effect; nearly all actives have a fitted effect of over 50% in size
ATXN2 expr inh: ATXN2 expression inhibition. Potency, µM (titrated, usually from 57 µM), for the others: top-dose activity change, negative = inhibition, hits mostly inhibitors. 360,000 compounds, 0.72% hits. HEK-293 ATXN2-luciferase reporter, luminescence, 24 h; also: % is scaled to controls: 0 for no effect and ±100 for the full control effect; nearly all actives have a fitted effect of over 55% in size
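ATXN2-luciferase reporter cells (luciferase flanked by upstream and downstream ATXN2 gene portions) were treated 24 h at 37 °C with compounds at up to 57 uM. SteadyGlo luminescence gave expression; GF-AFC fluorescence gave viability.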
ATXN viability: viability counter-screen for ATXN expression inhibitors | S2 cells (HEK-293 line with an ATXN2-luciferase reporter) viability, CellTiter-Fluor protease fluorescence, 24 h | Potency, µM (highest dose often 56.7 µM), actives largely listed as cytotoxic | 400,000 compounds, 0.49% hits | AID 651635; also: nearly all actives have a fitted effect of over 40% in size
Nrf2 inh: blocks Nrf2 signaling | AID 504444 | Potency, µM (series often up to 46 µM), for the others: at the top dose activity change, negative = inhibition, usual class: inhibitors | A549 ARE-Fluc reporter, luciferase luminescence, 18-24 h | 360,000 compounds, 2.1% hits; also: % is scaled to controls: 0 for no effect and ±100 for the full control effect; nearly all actives have a fitted effect of over 60% in size
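Quantitative HTS in A549 cells stably bearing an antioxidant response element-firefly luciferase construct. Inhibition of Nrf2-driven transcription was scored by luminescence after 18-24 h of compound exposure at 37 °C.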
Numbers without * were called inactive; i = inactive; u = inconclusive; x = no result given; [ ] = remark or other dose. Calls follow the shape of the dose curve; as a rule, active = well fitted curve in the direction sought with a large enough effect; inconclusive = small, poorly fitted or top-dose-only effect, or another doubt; inactive = no such curve, though single readings can be large; an effect the other way counts as inactive or inconclusive. Potency is read from the fitted curve at half-maximal effect. A portion of the library. The share of hits here may be higher or lower than overall.

The first 4 compounds as a preview:
Under each structure – A549 tox | Nrf2 ARE act | EPAC2 antagonist | HepG2 tox | TGFb SMAD3 inh | MCF10A rereplic | ATXN2 expr inh | ATXN viability | Nrf2 inh
1. CCN1CCc2c(C#N)c(N3CCCCC3)nc(N3CCOCC3)c2C1
    8.9% | -0.1% | 7.5% | -8.9% | -23.1% | 17.9% | -15.1% | i | 8.5%
2. Cc1cccc(CN2CCSCC2)c1
    -0.7% | -0.4% | 1.3% | 2.8% | 4.4% | 5.0% | -4.0% | i | 8.5%
3. C=CCc1cccc(OC)c1OCCOCCn1ccnc1
    -1.5% | -0.6% | 3.4% | -17.3% | -15.2% | 13.5% | -19.8% | i | 15.3%
4. c1ccc(CN2CCN(Cc3nnc(-c4ccccc4)o3)CC2)cc1
    4.1% | 5.2% | -2.7% | 2.9% | 28.5% | 0.4% | 6.1% | x | u

The list itself, repeating the preview:
Under each structure – A549 tox | Nrf2 ARE act | EPAC2 antagonist | HepG2 tox | TGFb SMAD3 inh | MCF10A rereplic | ATXN2 expr inh | ATXN viability | Nrf2 inh
1. CCN1CCc2c(C#N)c(N3CCCCC3)nc(N3CCOCC3)c2C1
    8.9% | -0.1% | 7.5% | -8.9% | -23.1% | 17.9% | -15.1% | i | 8.5%
2. Cc1cccc(CN2CCSCC2)c1
    -0.7% | -0.4% | 1.3% | 2.8% | 4.4% | 5.0% | -4.0% | i | 8.5%
3. C=CCc1cccc(OC)c1OCCOCCn1ccnc1
    -1.5% | -0.6% | 3.4% | -17.3% | -15.2% | 13.5% | -19.8% | i | 15.3%
4. c1ccc(CN2CCN(Cc3nnc(-c4ccccc4)o3)CC2)cc1
    4.1% | 5.2% | -2.7% | 2.9% | 28.5% | 0.4% | 6.1% | x | u
5. Cc1ccc(S(=O)(=O)Nc2ccccc2)cc1C(=O)N1CCCC1
    -10.8% | -0.4% | -1.5% | -51.1% | -9.9% | -1.6% | 2.1% | i | -26.5%
6. CCN(CC)c1ccc(/C=c2/sc3nnc(-c4ccccc4C)n3c2=O)cc1
    2.0% | 0.6% | 41.4%[activator] | -11.7% | 27.4% | 14.1% | -0.2% | i | -4.5%
7. CCn1c(CCc2ccccc2)nc2ccccc21
    6.7% | 3.6% | -13.0% | 1.4% | 12.1% | 9.4% | 10.4% | i | -0.6%
8. COc1cc(/C=C(\C#N)c2ccccn2)ccc1OCC(=O)Nc1ccc(Br)cc1
    0.5% | -0.3% | 18.8% | -9.8% | -7.9% | 1.5% | 1.6% | i | 10.5%
9. Cc1ccc(Cl)cc1NC(=O)CN1CCN(S(=O)(=O)N2CCC(C)CC2)CC1
    -5.5% | 0.7% | -6.9% | 2.4% | 13.3% | -4.0% | -8.4% | i | 3.3%
10. CC(=O)Nc1ccc(Nc2ncnc3c2c(-c2ccccc2)cn3-c2ccccc2)cc1
    5.6% | -0.6% | x | -30.3% | -17.9% | x | x | x | x
11. COc1ccccc1C(CC(=O)O)NS(=O)(=O)c1ccc2c(c1)N(C(C)=O)CC(C)O2 (configuration not stated)
    0.7% | 0.5% | 8.7% | 4.5% | -8.7% | 7.8% | x | i | 10.2%
12. O=C1CC(N2CCN(c3ccccc3)CC2)C(=O)N1c1cccc(Br)c1 (configuration not stated)
    3.1% | 0.2% | 4.9% | -39.5% | -3.2% | -6.1% | -43.2% | i | 4.0%
13. CCOC(=O)CNC(=O)c1ccc2[nH]c3ccccc3c2c1
    1.1% | 0.2% | -1.5% | -25.4% | u | -6.5% | x | u | 5.9%
14. Cc1cccc(C)c1NC(=S)N(CCCN1CCCCC1)Cc1ccco1
    -0.6% | 0.2% | 1.6% | -2.9% | -3.4% | -6.7% | -3.3% | i | 12.4%
15. COc1ccc(Cl)c(Cn2c(NCCN)nc3c2c(=O)n(C)c(=O)n3C)c1
    -0.5% | -0.8% | x | -79.6% | 0.0% | x | -8.8% | u | 8.5%

Results in sequence from the list:
ATXN viability for entries 1 to 6 → i, i, i, x, i, i

Additional entries
Under each structure – A549 tox | Nrf2 ARE act | EPAC2 antagonist | HepG2 tox | TGFb SMAD3 inh | MCF10A rereplic | ATXN2 expr inh | ATXN viability | Nrf2 inh
16. Oc1ccc(C=Nc2cccc3ccccc23)c(O)c1
    1.3% | 13.7% | -2.2% | -27.4% | -15.7% | u | 15.5% | i | -9.8%
17. CCOC(=O)c1c(C)[nH]c(C)c1S(=O)(=O)NCC(=O)NCc1cccc(Br)c1
    2.7% | 0.6% | x | -6.1% | -8.4% | x | -6.3% | i | u
18. CCOC(=O)c1cn[nH]c1N
    3.4% | -0.2% | 1.4% | -19.8% | 0.0% | 9.1% | 3.1% | i | -23.0%
19. COC(=O)c1ccccc1NC(=O)c1cc([N+](=O)[O-])nn1Cc1ccccc1
    -0.6% | -0.3% | -6.5% | -3.8% | 2.5% | 0.2% | -12.8% | i | -9.4%
20. Cc1c(Cl)cccc1NC(=O)CCNC(=O)N1CC(=O)Nc2ccccc21
    -0.5% | -0.2% | 2.8% | 1.2% | -0.7% | -1.8% | 5.8% | i | -9.4%
21. COc1cccc(NC(=O)c2sc(-n3nc(C)c(Cc4ccccc4Cl)c3C)nc2C)c1
    0.3% | -0.2% | x | -1.7% | 17.6% | x | x | x | 11.5%
22. CC(=O)NC1C(=O)N=C(SCC(=O)NC2CCCCC2)NC1=O (configuration not stated)
    0.4% | 0.2% | 8.5% | 2.4% | -1.1% | -2.2% | 6.0% | i | 8.2%
23. Cc1cc(C(=O)N2CCCC(C)(C(=O)NS(=O)(=O)C3CC3)C2)n(C(C)(C)C)n1 (configuration not stated)
    x | 0.4% | 8.6% | 10.9% | 1.3% | x | 3.5% | i | x
24. Cc1cccc(OCC(=O)NC(=S)NNC(=O)c2ccncc2)c1
    u | -0.5% | 0.3% | 2.7% | -9.0% | u | -11.9% | i | u
25. c1ccc2c(c1)-c1ccccc1C2N1CCOCC1
    -6.6% | 0.5% | -12.9% | -0.1% | -2.3% | 0.9% | 0.6% | i | 6.4%
26. CCOc1ccc2nc(NC(=O)c3cnc(C)cn3)sc2c1
    -0.6% | 0.9% | -1.6% | -19.0% | u | u | -17.0% | i | u
27. O=C(NC1CCCC1)c1ccc(Br)c(S(=O)(=O)N2CCCCC2)c1
    -1.6% | -0.5% | -4.4% | 9.0% | -3.4% | 1.4% | 7.2% | i | 3.8%
28. CC(Oc1ccc2ccc(=O)oc2c1)C(=O)NC1CCN(Cc2ccccc2)CC1 (configuration not stated)
    16.9% | 0.0% | 4.5% | -7.5% | -7.3% | 0.5% | x | i | 7.9%
29. CCc1cccc(C)c1NC(=S)NCc1ccc2c(c1)cc(C)n2C
    2.6% | 0.3% | 11.8% | -46.5% | -15.8% | 14.6µM* | u | i | -9.2%
30. CCCCn1nnnc1C1(C)CCC(=O)N1CCOC (configuration not stated)
    x | 0.2% | 6.9% | x | x | x | 8.3% | i | x
31. O=C(Cn1nc(N2CCN(c3ccccc3)CC2)ccc1=O)NCc1cccc(Cl)c1
    19.0% | 0.4% | x | -0.7% | -1.9% | x | -10.2% | i | u
32. O=C(CC1CCCC1)N1CCN(S(=O)(=O)c2ccc(F)cc2)CC1
    -2.7% | -0.3% | 4.2% | -4.2% | -4.9% | u | -0.5% | i | -2.2%
33. CCOc1ccc(OCCC(=O)NNC(=O)c2cc(C)oc2C)cc1
    -4.9% | 0.3% | -4.7% | 1.9% | 3.0% | 1.8% | -18.6% | i | 1.2%
34. CN(CC(O)COc1ccc(OCC(O)CN(C)C2CCCCC2)cc1)C1CCCCC1 (configuration not stated)
    u | 2.4% | 10.4% | 1.6% | 5.1% | -3.3% | -15.0% | u | 4.9%
35. CCCc1cc2c(-c3ccccc3)cc(=O)oc2cc1OCc1ccc(C(=O)O)o1
    -1.8% | -0.4% | u | -7.0% | 14.3% | u | -18.3% | i | -19.1%
36. O=C1c2ccccc2C(=O)N1CCCCN(C(=O)c1ccco1)c1ccc(Cl)cc1
    8.8% | 3.1% | -0.4% | -14.4% | 1.1% | 12.7% | 2.9% | i | -12.2%
37. COc1ccc(S(=O)(=O)N2CCCCCC2)cc1C(=O)N(C)Cc1ccccc1F
    -5.2% | -0.2% | 2.1% | -16.2% | -20.7% | 3.4% | 2.8% | u | -16.8%
38. O=C(NC1CCCCC1)C(c1ccccc1)N1CCc2ccccc21 (configuration not stated)
    -3.3% | 4.4% | 5.6% | -22.9% | -7.9% | 15.0% | -19.3% | i | -19.2%
39. COc1ccc(C)cc1NC(=O)c1cccc(C(=O)Nc2cc(C)ccc2OC)n1
    -3.3% | -0.1% | -3.6% | 15.5% | -16.5% | 0.0% | -12.4% | i | 5.4%
40. O=C(O)c1nccnc1C(=O)Nc1ccccc1-c1ccccc1
    -1.5% | 0.1% | 1.1% | -5.1% | -10.2% | -1.6% | -3.5% | i | -0.8%
41. COC(=O)C(C)Sc1ccc2nnc(-c3ccccc3)n2n1 (configuration not stated)
    u | 1.3% | 19.2% | -5.3% | 0.7% | -3.6% | x | i | 20.4%
42. COc1ccc(OC)c(NC(=O)CSCC(=O)O)c1
    2.7% | 0.1% | 4.4% | -2.8% | -5.9% | 0.4% | -13.8% | i | u
43. COc1ccc(C(=O)NNC(=O)c2ccc(S(=O)(=O)N3CC(C)OC(C)C3)cc2)cc1 (configuration not stated)
    7.9% | 3.3% | 0.6%[57.1 µM] | -1.0% | -9.1% | -1.8% | x | i | -3.0%
44. COc1cccc(C(=O)Nc2cc3c(cc2C(C)=O)OCCO3)c1
    -11.7% | 7.5% | -14.3% | -0.1% | 18.3% | 13.7% | 46.8%[activator] | i | -2.8%
45. O=C(COC(=O)c1ccc(O)cc1)Nc1cc(S(=O)(=O)N2CCCCCC2)ccc1Cl
    x | 3.0% | -8.7% | -20.0% | -11.1% | x | x | i | x
46. CCC(=O)Nc1nc(CC(=O)Nc2ccccc2OC)cs1
    13.3% | 0.4% | 3.8% | 5.2% | 1.4% | -1.3% | -3.7% | i | x
47. O=C(NCC1COc2ccccc2O1)C1CCN(S(=O)(=O)c2ccccc2)CC1 (configuration not stated)
    -0.7% | 0.9% | -0.7% | 9.2% | -18.2% | -4.5% | 9.1% | u | 0.7%
